Bcl-2 Bim block: human Bim-Bcl-2 interaction inhibition | AID 950 | inhibition, % at 10 µM | 190,000 tested, 0.06% active | Bead-based flow cytometry, Bim peptide-Bcl-2 binding | P10415; in the data active means inhibition above about 40%; inconclusive means no clear call, values can overlap the other calls;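 further: 0% = no compound wells with probe peptide and 100% = reference peptide inhibitor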
Target sequence (P10415 whole entry, looked up): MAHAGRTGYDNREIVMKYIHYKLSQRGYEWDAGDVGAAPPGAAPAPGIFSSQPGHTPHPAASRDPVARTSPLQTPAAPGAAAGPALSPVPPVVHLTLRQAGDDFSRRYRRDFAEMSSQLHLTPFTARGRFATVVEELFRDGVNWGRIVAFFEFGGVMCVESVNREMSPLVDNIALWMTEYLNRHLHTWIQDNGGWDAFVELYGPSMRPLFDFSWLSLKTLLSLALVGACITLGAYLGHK
Mcl1 Noxa PPI: disrupts binding of human Mcl-1 to Noxa peptide; Q07820; TR-FRET Mcl-1/Noxa peptide binding, 2 h; inhibition, % at 21.7 µM; 220,000 tested, 1.5% active;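 active means compounds that cut the protein-peptide binding signal by more than 50% relative to plate controls in a single-dose test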;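 further: His-tagged Mcl-1 with rhodamine Noxa BH3 peptide and terbium anti-His antibody; 0% = Mcl-1 plus Noxa peptide wells and 100% = peptide-only wells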
Bim-Bcl-B: inhibitors of Bim-Bcl-B interaction, human | Q9HD36 | bead-based flow cytometry, Bim peptide-Bcl-B binding | inhibition, % at 10 µM | 190,000 tested, 0.073% active | AID 951;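 further: 0% = tracer peptide without compound and 100% = reference inhibitor peptide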
Target sequence (Q9HD36 whole entry, looked up): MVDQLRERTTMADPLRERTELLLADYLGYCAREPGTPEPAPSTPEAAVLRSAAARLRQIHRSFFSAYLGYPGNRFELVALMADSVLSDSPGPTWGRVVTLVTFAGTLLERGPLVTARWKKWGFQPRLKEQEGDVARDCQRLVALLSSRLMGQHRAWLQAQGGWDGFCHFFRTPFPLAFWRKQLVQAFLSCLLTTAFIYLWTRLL
Bim-Bfl-1: inhibitors of Bim-Bfl-1 interaction, human; inhibition, % at 10 µM; AID 1008; 190,000 tested, 0.12% active; Bead-based flow cytometry, Bim-Bfl-1 binding inhibition; Q16548;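 further: 0% = wells without compound plus tracer and 100% = blocker peptide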
RGS8-Gao: regulators of human RGS8-Galphao interaction | 220,000 tested, 0.34% active | multiplexed bead flow cytometry, RGS8-Galphao binding; actives lie on both sides | P09471 | response (percent of control binding), % at 10 µM; in the data active means response below about 60% or above about 140%; inactive means in between;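 further: Galphao activated as the GDP aluminium fluoride complex binding bead-coupled RGS8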
Target sequence (P09471 whole entry, looked up): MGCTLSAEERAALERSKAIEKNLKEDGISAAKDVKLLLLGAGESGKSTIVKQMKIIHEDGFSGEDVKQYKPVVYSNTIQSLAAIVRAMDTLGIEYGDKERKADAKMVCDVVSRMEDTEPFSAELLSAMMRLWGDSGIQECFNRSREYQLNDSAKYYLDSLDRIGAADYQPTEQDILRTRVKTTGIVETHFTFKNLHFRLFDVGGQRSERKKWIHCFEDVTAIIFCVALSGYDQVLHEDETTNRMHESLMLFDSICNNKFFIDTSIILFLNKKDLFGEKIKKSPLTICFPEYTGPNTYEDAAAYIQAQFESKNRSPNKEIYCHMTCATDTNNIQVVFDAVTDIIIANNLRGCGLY
Bcl-XL Bim block: human Bim-Bcl-XL interaction inhibition | Bim peptide-Bcl-XL binding, bead flow cytometry, fluorescence | inhibition, % at 10 µM | 190,000 tested, 0.04% active | AID 1007
Mcl1-Bid inh: Mcl-1/Bid interaction inhibition. TR-FRET Mcl-1/Bid-Dy647 peptide binding, 1536-well. AID 1021. 220,000 tested, 0.97% active. Q07820. inhibition, % at 21.7 µM;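 active means compounds that cut the binding signal by more than half at the single screening dose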;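 further: His-tagged Mcl-1 with europium anti-His antibody binding Bid BH3 peptide; 0% = Mcl-1 plus peptide wells and 100% = peptide-only wells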
RGS7-Gao reg: modulates binding of RGS7 to human Galphao. AID 1439. Multiplexed bead flow cytometry; actives lie on both sides. P09471. binding response (% of control), % at 10 µM. 220,000 tested, 0.35% active; in the data active means binding response below about 49% or above about 150%; inconclusive means no clear call, values can overlap the other calls; inactive means in between;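 further: fluorescent Galphao held in activated GDP-AlF4 state binding bead-coupled RGS7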
Bim-Bcl-W: inhibitors of Bim-Bcl-W interaction, human | 190,000 tested, 0.02% active | bead-based flow cytometry, Bim peptide-Bcl-W binding | AID 952 | inhibition, % at 10 µM | Q92843;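 further: 0% = bound tracer without compound and 100% = peptide blocker; higher means less fluorescent Bim peptide bound to Bcl-W beads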
Target sequence (Q92843 whole entry, looked up): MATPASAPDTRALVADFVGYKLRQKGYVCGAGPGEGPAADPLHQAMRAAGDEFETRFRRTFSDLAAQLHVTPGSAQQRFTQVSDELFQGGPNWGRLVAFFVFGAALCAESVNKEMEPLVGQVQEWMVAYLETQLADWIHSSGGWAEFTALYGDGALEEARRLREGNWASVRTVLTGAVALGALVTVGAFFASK
Mcl-1 Bim block: disrupts Bim peptide binding to human Mcl-1; Bead-based flow cytometry, Bim peptide-Mcl-1 binding; Q07820; AID 1009; 190,000 tested, 0.1% active; inhibition, % at 10 µM;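 further: 0% = no compound tracer wells and 100% = peptide blocker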
RGS4-Gao reg: modulates binding of RGS4 to human Galphao; P09471; Multiplexed bead flow cytometry; actives lie on both sides; binding response (% of control), % at 10 µM; 220,000 tested, 0.33% active; in the data active means binding response below about 49% or above about 150%; inactive means in between;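 further: fluorescent Galphao activated with aluminum fluoride binding bead-coupled RGS4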
* = called active by the depositor; [ ] = another dose, or the depositor's remark. Unless noted, no stated cut-off is given here; in the data, active means inhibition above about 40%. Rows are unselected. About 2.7% of those tested had a hit in this group.

For C(=N\N1CCN(C(c2ccccc2)c2ccccc2)CC1)/c1ccc2c(c1)OCO2 the results were Bcl-2 Bim block -3, Mcl1 Noxa PPI -7, Bim-Bcl-B -4, Bim-Bfl-1 -4, RGS8-Gao 99, Bcl-XL Bim block -1, Mcl1-Bid inh -46, RGS7-Gao reg 97, Bim-Bcl-W -1, Mcl-1 Bim block -3 and RGS4-Gao reg 98.
`COCCN(CCOC)C(=O)c1cc2sc3ccccc3c2s1` gave Bcl-2 Bim block -3, Mcl1 Noxa PPI 0, Bim-Bcl-B 0, Bim-Bfl-1 0, RGS8-Gao 97, Bcl-XL Bim block 0, Mcl1-Bid inh -52, RGS7-Gao reg 96, Bim-Bcl-W -2, Mcl-1 Bim block -2 and RGS4-Gao reg 99.
`CC1CC(NS(=O)(=O)c2cccs2)CC(C)(C)C1` (centres undefined) gave Bcl-2 Bim block -9, Mcl1 Noxa PPI 3, Bim-Bcl-B -7, Bim-Bfl-1 -12, RGS8-Gao 97, Bcl-XL Bim block -9, Mcl1-Bid inh 6, RGS7-Gao reg 99, Bim-Bcl-W 1, Mcl-1 Bim block -3 and RGS4-Gao reg 96.
`C=C(C)C1CC=C(CN2CCC(C(=O)OCC)CC2)CC1` (centres undefined) gave Bcl-2 Bim block -3, Mcl1 Noxa PPI 35, Bim-Bcl-B -3, Bim-Bfl-1 -1, RGS8-Gao 132, Bcl-XL Bim block -4, Mcl1-Bid inh 34, RGS7-Gao reg 116, Bim-Bcl-W -5, Mcl-1 Bim block -2 and RGS4-Gao reg 118.
Cc1nn(-c2ccccc2)c(Cl)c1/C=N/Nc1nnc(C)c(=O)[nH]1 was read as Bcl-2 Bim block 0, Mcl1 Noxa PPI 6, Bim-Bcl-B -2, Bim-Bfl-1 -5, RGS8-Gao 103, Bcl-XL Bim block -1, Mcl1-Bid inh -35, RGS7-Gao reg 101, Bim-Bcl-W -4, Mcl-1 Bim block -3 and RGS4-Gao reg 104.
CCn1c(SCC(=O)NC(C)(C)C)nnc1-c1ccccn1 was read as Bcl-2 Bim block -8, Mcl1 Noxa PPI 12, Bim-Bcl-B -7, Bim-Bfl-1 -10, RGS8-Gao 107, Bcl-XL Bim block -2, Mcl1-Bid inh -2, RGS7-Gao reg 107, Bim-Bcl-W -3, Mcl-1 Bim block -1 and RGS4-Gao reg 111.
Screening O=C(NCc1ccco1)C(c1cccs1)N(C(=O)C1COc2ccccc2O1)c1cccc(O)c1 (centres undefined) returned Bcl-2 Bim block -1, Mcl1 Noxa PPI 6, Bim-Bcl-B 0, Bim-Bfl-1 0, RGS8-Gao 99, Bcl-XL Bim block -5, Mcl1-Bid inh -8, RGS7-Gao reg 100, Bim-Bcl-W 0, Mcl-1 Bim block -1 and RGS4-Gao reg 103.
`O=c1oc2ccccc2c(NCc2ccc(Cl)cc2)c1[N+](=O)[O-]` gave Mcl1 Noxa PPI 6, RGS8-Gao 97, Mcl1-Bid inh -41, RGS7-Gao reg inconclusive and RGS4-Gao reg 100.
`CCCCN1CNC(=S)N(Cc2ccccc2)C1` gave Bcl-2 Bim block -5, Mcl1 Noxa PPI 3, Bim-Bcl-B -7, Bim-Bfl-1 -12, RGS8-Gao 102, Bcl-XL Bim block -4, Mcl1-Bid inh -35, RGS7-Gao reg 100, Bim-Bcl-W -3, Mcl-1 Bim block 0 and RGS4-Gao reg 101.
Screening COc1ccc(O[C@H]2C=C[C@@H](c3ccccc3)O[C@@H]2COC(=O)CC/C(C)=N/O[C@H](C)c2cn([C@@H]3COC[C@H]3O)nn2)cc1 returned Bcl-2 Bim block 0, Mcl1 Noxa PPI 3, Bim-Bcl-B -5, Bim-Bfl-1 0, RGS8-Gao 101, Bcl-XL Bim block -5, Mcl1-Bid inh -2, RGS7-Gao reg 103, Bim-Bcl-W -2, Mcl-1 Bim block -1 and RGS4-Gao reg 104.
For Cc1onc(-c2ccccc2)c1C(=O)Nc1cccc2nsnc12 the results were Bcl-2 Bim block -10, Mcl1 Noxa PPI -15, Bim-Bcl-B -10, Bim-Bfl-1 -13, RGS8-Gao 106, Bcl-XL Bim block -5, Mcl1-Bid inh -4, RGS7-Gao reg 98, Bim-Bcl-W 0, Mcl-1 Bim block -1 and RGS4-Gao reg 100.
Cn1cc(SCC(=O)NCc2ccc3c(c2)OCO3)c2ccccc21 was read as Bcl-2 Bim block -11, Mcl1 Noxa PPI 4, Bim-Bcl-B -10, Bim-Bfl-1 -9, RGS8-Gao 100, Bcl-XL Bim block -4, Mcl1-Bid inh -20, RGS7-Gao reg 100, Bim-Bcl-W -1, Mcl-1 Bim block -2 and RGS4-Gao reg 101.
For COCCNS(=O)(=O)c1cc(C(=O)O)ccc1OC the results were Bcl-2 Bim block 1, Mcl1 Noxa PPI 11, Bim-Bcl-B -6, Bim-Bfl-1 -1, RGS8-Gao 102, Bcl-XL Bim block -2, Mcl1-Bid inh -4, RGS7-Gao reg 102, Bim-Bcl-W -1, Mcl-1 Bim block -6 and RGS4-Gao reg 102.
For O=c1c(Cl)c2oc3ccccc3nc-2c2ccccc12 the results were Bcl-2 Bim block 7, Mcl1 Noxa PPI 62*, Bim-Bcl-B -25, Bim-Bfl-1 9, RGS8-Gao 94, Bcl-XL Bim block 13, Mcl1-Bid inh 48, RGS7-Gao reg 105, Bim-Bcl-W 7, Mcl-1 Bim block 9 and RGS4-Gao reg 88.
CN1/C(=C\C(=O)c2ccco2)C(C)(C)c2ccccc21 was read as Bcl-2 Bim block 0, Mcl1 Noxa PPI 17, Bim-Bcl-B -3, Bim-Bfl-1 0, RGS8-Gao 98, Bcl-XL Bim block 0, Mcl1-Bid inh 26, RGS7-Gao reg 94, Bim-Bcl-W 0, Mcl-1 Bim block -1 and RGS4-Gao reg 96.
CCCCc1ccc(/C=C(\C#N)C(N)=S)s1 was read as Bcl-2 Bim block -2, Mcl1 Noxa PPI -1, Bim-Bcl-B -3, Bim-Bfl-1 -6, RGS8-Gao 100, Bcl-XL Bim block -1, Mcl1-Bid inh -28, RGS7-Gao reg 99, Bim-Bcl-W -2, Mcl-1 Bim block -3 and RGS4-Gao reg 102.
For S=c1[nH]nc([C@@H]2C[C@H]2c2ccccc2)n1-c1ccccc1Cl the results were Mcl1 Noxa PPI 8, RGS8-Gao 101, Mcl1-Bid inh -31, RGS7-Gao reg inconclusive and RGS4-Gao reg 103.
`CCc1ccccc1NC(=S)N1CCNC(=O)C1CC(=O)OC` (centres undefined) gave Bcl-2 Bim block -5, Mcl1 Noxa PPI -6, Bim-Bcl-B -10, Bim-Bfl-1 -8, RGS8-Gao 98, Bcl-XL Bim block -5, Mcl1-Bid inh -34, RGS7-Gao reg inconclusive, Bim-Bcl-W -2, Mcl-1 Bim block -3 and RGS4-Gao reg 101.
O=[N+]([O-])c1ccc(Cl)cc1N1CCCCC1 was read as Bcl-2 Bim block 1, Mcl1 Noxa PPI 2, Bim-Bcl-B -1, Bim-Bfl-1 0, RGS8-Gao 108, Bcl-XL Bim block 0, Mcl1-Bid inh -16, RGS7-Gao reg 101, Bim-Bcl-W 3, Mcl-1 Bim block 0 and RGS4-Gao reg 106.
Screening Cc1cccc(-c2nsc(SCC(=O)Nc3nccs3)n2)c1 returned Bcl-2 Bim block -3, Mcl1 Noxa PPI 8, Bim-Bcl-B -6, Bim-Bfl-1 0, RGS8-Gao 99, Bcl-XL Bim block -4, Mcl1-Bid inh -7, RGS7-Gao reg 110, Bim-Bcl-W 1, Mcl-1 Bim block -1 and RGS4-Gao reg 103.
`O=C(CSc1ccc(F)cc1)N1CCC(c2nc3ccccc3s2)CC1` gave Bcl-2 Bim block -2, Mcl1 Noxa PPI 10, Bim-Bcl-B 2, Bim-Bfl-1 -1, RGS8-Gao 100, Bcl-XL Bim block -2, Mcl1-Bid inh -21, RGS7-Gao reg 115, Bim-Bcl-W 0, Mcl-1 Bim block -1 and RGS4-Gao reg 100.
Screening CC(C)CCNC(=O)C(=O)NCCC1=CCCCC1 returned Bcl-2 Bim block -5, Mcl1 Noxa PPI 8, Bim-Bcl-B -8, Bim-Bfl-1 -15, RGS8-Gao 99, Bcl-XL Bim block -8, Mcl1-Bid inh -19, RGS7-Gao reg 99, Bim-Bcl-W -2, Mcl-1 Bim block -1 and RGS4-Gao reg 99.
Screening COc1ccc(S(=O)(=O)N2CCC(C(=O)N3CCN(c4ccccc4OC)CC3)CC2)cc1 returned Bcl-2 Bim block -13, Bim-Bcl-B -12, Bim-Bfl-1 -18, RGS8-Gao 102, Bcl-XL Bim block -9, Mcl1-Bid inh -39, RGS7-Gao reg 102, Bim-Bcl-W -2, Mcl-1 Bim block -4 and RGS4-Gao reg 103.
Screening CC(C)OC(=O)CSc1nc(C(C)C)nc2ccccc12 returned Bcl-2 Bim block -5, Mcl1 Noxa PPI -7, Bim-Bcl-B -9, Bim-Bfl-1 -8, RGS8-Gao 107, Bcl-XL Bim block -3, Mcl1-Bid inh -4, RGS7-Gao reg 106, Bim-Bcl-W 0, Mcl-1 Bim block -3 and RGS4-Gao reg 107.
For CCCCOc1ccc(/C=C/C(=O)Nc2ccc([N+](=O)[O-])cc2C)cc1 the results were Bcl-2 Bim block -3, Mcl1 Noxa PPI -19, Bim-Bcl-B -3, Bim-Bfl-1 0, RGS8-Gao 102, Bcl-XL Bim block -10, Mcl1-Bid inh -1, RGS7-Gao reg 105, Bim-Bcl-W -8, Mcl-1 Bim block -6 and RGS4-Gao reg 104.
CCC(NC(=O)c1ccc(C#CC2(O)CCCCC2)cc1)C(=O)O (centres undefined) was read as Bcl-2 Bim block 1, Mcl1 Noxa PPI 6, Bim-Bcl-B -1, Bim-Bfl-1 -4, RGS8-Gao 101, Bcl-XL Bim block -1, Mcl1-Bid inh -29, RGS7-Gao reg 102, Bim-Bcl-W 1, Mcl-1 Bim block -2 and RGS4-Gao reg 98.
For Cn1c(=O)c2c(nc(Br)n2CCSc2nnnn2-c2ccccc2)n(C)c1=O the results were Bcl-2 Bim block -4, Mcl1 Noxa PPI 3, Bim-Bcl-B -3, Bim-Bfl-1 0, RGS8-Gao 101, Bcl-XL Bim block 0, Mcl1-Bid inh -1, RGS7-Gao reg 106, Bim-Bcl-W 0, Mcl-1 Bim block 1 and RGS4-Gao reg 102.
`CCOC(=O)C1CCN(S(=O)(=O)Cc2ccc(Cl)cc2)CC1` gave Bcl-2 Bim block -10, Mcl1 Noxa PPI -3, Bim-Bcl-B -8, Bim-Bfl-1 -14, Bcl-XL Bim block -6, Mcl1-Bid inh 0, RGS7-Gao reg 164*[activator], Bim-Bcl-W -2, Mcl-1 Bim block -5 and RGS4-Gao reg 170*[activator].
Cc1ccc2nc(C)c3c(c2c1)OC(C(C)(Cl)Br)C3 (centres undefined) was read as Mcl1 Noxa PPI -26, RGS8-Gao 102, Mcl1-Bid inh -8, RGS7-Gao reg inconclusive and RGS4-Gao reg 101.
Screening CCOc1ccccc1C(=O)Nc1ccccc1O returned Bcl-2 Bim block -2, Mcl1 Noxa PPI 6, Bim-Bcl-B -6, Bim-Bfl-1 0, RGS8-Gao 99, Bcl-XL Bim block -4, Mcl1-Bid inh -12, RGS7-Gao reg 103, Bim-Bcl-W -3, Mcl-1 Bim block -3 and RGS4-Gao reg 98.

High-throughput results: PubChem BioAssay, several laboratories
